Pf Dd2 inh – P. falciparum Dd2 growth inhibitors, primary screen, SYBR Green fluorescence, single dose replicates | 2.3% of 94,000 active | 72 h; hits give low values | activity change, % at 10 µM; in the data active means activity change below about -80%
GASC1 inh – inhibitors of GASC-1 (KDM4C) histone demethylase, primary screen, biochemical, single concentration HTS; GST-KDM4C 2-372, H3K9me3 peptide, LANCE TR-FRET; inhibition, % at 12.5 µM; 0.15% of 96,000 active; AID 720574, 2013;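 active means mean replicate inhibition above about 25%, with at least 55% of replicates also reaching it, limit read from the data, passing the limit was not always enough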
Target sequence (Q9H3R0 2-372 limits assumed): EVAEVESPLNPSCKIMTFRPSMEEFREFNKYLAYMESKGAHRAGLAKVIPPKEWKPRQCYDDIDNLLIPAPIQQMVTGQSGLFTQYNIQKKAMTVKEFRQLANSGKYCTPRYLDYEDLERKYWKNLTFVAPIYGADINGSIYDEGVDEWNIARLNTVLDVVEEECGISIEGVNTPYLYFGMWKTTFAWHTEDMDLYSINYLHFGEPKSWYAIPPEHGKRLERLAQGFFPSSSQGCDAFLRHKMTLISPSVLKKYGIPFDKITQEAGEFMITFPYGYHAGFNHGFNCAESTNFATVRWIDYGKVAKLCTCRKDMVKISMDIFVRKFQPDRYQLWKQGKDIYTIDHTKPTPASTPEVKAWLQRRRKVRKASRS
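material = GST-tagged GASC-1 (JMJD2C) catalytic fragment, aa 2-372 | amount = enzyme final amount 10 nM | medium = HEPES buffer, pH 7.5, plus ascorbate | also added = H3K9me3 peptide substrate, Fe(II), 2-oxoglutarate | dosing = single dose | times = 30 min demethylation and 1 h detection at room temperature | detection = LANCE TR-FRET | read-out basis = Fall in 671/618 emission ratio as inhibition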
T cruzi growth – T. cruzi intracellular proliferation inhibitors, primary screen, cell-based, beta-gal Tulahuen parasites, NIH3T3 host, luminescence; T. cruzi beta-gal in NIH3T3, GalScreen luminescence, 90 h; inhibition, % at 8.34 µM; 5.9% of 77,000 active;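 active means mean inhibition above about 93%, with at least 55% of replicates each passing it, limit read from the data, passing the limit was not always enough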
C diff growth – C. difficile growth inhibitors, primary screen, HTS | Clostridium difficile clinical isolate growth, OD600, 24 h; hits give low values | growth activity, negative = inhibition, % at 16 µg/mL (by protocol) | AID 1259249, 2017 | 0.25% of 86,000 active;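 active means mean growth activity at or below -80% and every replicate also at or below -80%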;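 further: 0% = DMSO wells and -100% = levofloxacin 16 µg/mL wells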
* = called active by the depositor; / = no result given; & = joins results of further samples; ! = a repeat was not active.

SMILES	Pf Dd2 inh	GASC1 inh	T cruzi growth	C diff growth
C[C@H](CO)N1C[C@H](C)[C@@H](CN(C)Cc2ccc(Oc3ccccc3)cc2)Oc2ccc(NS(=O)(=O)c3cccs3)cc2C1=O	-9.1	0.3	83.8	/
C[C@H](CO)N1C[C@H](C)[C@H](CN(C)C(=O)c2ccccc2)OCc2cnnn2CCCC1=O	9.4&9.0	-0.7	17.1&-5.9	/
CNC[C@H]1Oc2c(NC(=O)C3CCCCC3)cccc2C(=O)N([C@@H](C)CO)C[C@H]1C	11.7	0.1	-14.2	-0.8
CC=Cc1ccc2n(c1=O)C[C@H]1[C@H](CO)[C@@H](C(=O)Nc3nccs3)N(Cc3cc(F)ccc3F)[C@@H]21 (mixture of isomers)	/	4.3	4.5	-10.2
CC(C)NC(=O)N(C)C[C@H]1Oc2ccc(NS(=O)(=O)c3ccc(Cl)cc3)cc2C(=O)N([C@H](C)CO)C[C@H]1C	5.7	-1.1	-24.0	2.5
CN(C)CC(=O)N1[C@H](C(=O)NCc2ccccc2F)[C@@H](CO)[C@@H]2Cn3c(cccc3=O)[C@@H]21	25.8	-1.1	/	2.5
C[C@@H]1CN([C@H](C)CO)C(=O)c2cc(NC(=O)C3CCCCC3)ccc2O[C@@H](C)CCCCO[C@H]1CN(C)C(=O)Nc1ccc(C(F)(F)F)cc1	-68.2	-0.2	86.2	4.7
CN(C)C(=O)c1ccc(-c2cccc(-c3nc(C(=O)NCc4ccccc4)cc4c3[C@H](CCO)N([S@@](=O)C(C)(C)C)C4)c2)cc1	-74.8	-4.3	90.8	/
C[C@@H]1CN([C@H](C)CO)C(=O)c2cccc(NC(=O)c3ccncc3)c2O[C@@H]1CN(C)Cc1ccc(C(=O)O)cc1	17.6	-2.2	21.8	-1.1
CCNC(=O)C[C@@H]1CC[C@@H](NC(=O)C2CCOCC2)[C@H](CO)O1	7.0	-2.2	35.4	14.8
C[C@@H]1CCCCO[C@H](CN(C)S(=O)(=O)c2ccc(F)cc2)[C@@H](C)CN([C@H](C)CO)C(=O)c2cc(NS(C)(=O)=O)ccc2O1	-2.7	-0.3	57.1	-2.4
CCCNC(=O)Nc1ccc2c(c1)C(=O)N(C)[C@H]1CC[C@H](CC(=O)NCc3ccccc3)O[C@@H]1CO2	-10.0	-0.1	-32.1	2.8
CN1c2ccc(-c3ccccc3F)cc2[C@H]2[C@H](CCN2C(=O)Cc2ccccn2)[C@H]1CO	-24.3	1.4	81.0	-3.4
CCCC(=O)Nc1ccc2c(c1)OC[C@@H](C)N(C(=O)CC)C[C@H](C)[C@@H](OC)CN(C)C2=O	6.2	-0.3	-6.1	/
COc1ccc(S(=O)(=O)N2[C@@H]3CNC[C@H]2C3c2ccc(-c3ccccc3F)cc2)cc1 (stereo partly drawn)	0.5	0.2	/	-6.1
C[C@@H]1CN([C@H](C)CO)C(=O)CCCn2cc(nn2)CO[C@@H]1CN(C)CC1CCCCC1	-0.6	-0.3	-18.7	/
COc1ccc(NC(=O)N2CC(=O)N3[C@H](C2)[C@H](c2ccc(/C=C/c4ccccc4)cc2)[C@@H]3CO)cc1	-30.2	0.4	/	10.2
COc1cccc(NC(=O)Nc2ccc3c(c2)C(=O)N(C)C[C@H](OC)[C@H](C)CN(C)[C@@H](C)CO3)c1	-36.5	2.4	-20.8	0.4
C[C@@H]1CN([C@H](C)CO)C(=O)Cc2cc(NS(=O)(=O)c3cn(C)cn3)ccc2O[C@@H]1CN(C)Cc1ccc2c(c1)OCO2	22.5	-2.2	-30.5	-5.7
C[C@@H]1CN([C@H](C)CO)S(=O)(=O)c2ccc(C#CC(C)(C)O)cc2O[C@H]1CN(C)Cc1ccccc1	-23.3	/	74.6	-3.3

In a second layout: two of the compounds above.
Screens in order – Pf Dd2 inh, GASC1 inh, T cruzi growth, C diff growth
CCNC(=O)C[C@@H]1CC[C@@H](NC(=O)C2CCOCC2)[C@H](CO)O1
  7.0, -2.2, 35.4, 14.8
C[C@@H]1CCCCO[C@H](CN(C)S(=O)(=O)c2ccc(F)cc2)[C@@H](C)CN([C@H](C)CO)C(=O)c2cc(NS(C)(=O)=O)ccc2O1
  -2.7, -0.3, 57.1, -2.4

Following part:
SMILES	Pf Dd2 inh	GASC1 inh	T cruzi growth	C diff growth
CO[C@@H]1CN(C)C(=O)c2cc(NC(=O)Cc3ccccc3)ccc2OC[C@H](C)N(C(=O)c2ccccc2F)C[C@@H]1C	-82.1*	0.9	-49.2	/
CN(C)CC#Cc1ccc([C@H]2[C@H]3CN(C(=O)c4ccc5c(c4)OCO5)CCCCN3[C@H]2CO)cc1	18.4	2.5	61.6	5.9
COc1ccc(NC(=O)N(C)C[C@@H]2OCCCC[C@H](C)Oc3ccc(NC(=O)Cc4ccccc4)cc3C(=O)N([C@@H](C)CO)C[C@@H]2C)cc1	-9.6	-0.6	16.0	4.0
O=C(C[C@@H]1CC[C@@H]2[C@H](COC[C@@H](O)CN2C(=O)Cc2ccccc2)O1)NC1CCC1	-17.5	-1.0	42.9	/
C[C@H]1CN([C@@H](C)CO)S(=O)(=O)c2ccc(C3=CCCC3)cc2O[C@H]1CN(C)C(=O)c1ccncc1	-57.8	-1.1	94.1	0.5
C[C@@H]1CCCCO[C@@H](CN(C)C(=O)Nc2ccc(F)cc2)[C@H](C)CN([C@H](C)CO)C(=O)c2cc(NS(=O)(=O)c3ccc(F)cc3)ccc2O1	-52.7	-0.7	84.2	4.3
C[C@@H]1CN([C@@H](C)CO)C(=O)c2cc(NC(=O)CCN3CCOCC3)ccc2O[C@@H]1CN(C)Cc1ccc2c(c1)OCO2	0.2	-0.5	-47.2	-1.3
CC(C)CC#Cc1ccc2c(c1)O[C@H](CN(C)C(=O)C1CCC1)[C@H](C)CN([C@H](C)CO)S2(=O)=O	-37.6	1.3	83.9	13.8
CN(C)CC(=O)N1CC[C@@H]2[C@H]1c1cc(Br)ccc1N(C)[C@@H]2CO	12.7	1.2	13.9	-0.7
C/C=C/c1ccc([C@@H]2[C@@H](CN(C)S(C)(=O)=O)N(C(C)=O)[C@H]2CO)cc1	-11.9	0.4	32.9	0.4
COc1ccc(CN(C)C[C@H]2Oc3ccc(NS(C)(=O)=O)cc3CC(=O)N([C@@H](C)CO)C[C@H]2C)cc1	2.8	-1.1	0.0	0.8
CN(C)C(=O)c1ccc(-c2ccc(C3[C@@H]4CN(C(=O)c5cnccn5)C[C@H]3N4)cc2)cc1 (stereo partly drawn)	3.6	-0.7	/	-7.8
Cc1ccc(S(=O)(=O)N(C)C[C@@H]2Oc3ccc(NC(=O)CCN4CCOCC4)cc3C(=O)N([C@@H](C)CO)C[C@H]2C)cc1	-7.3	3.6	10.8	-6.8
C[C@@H]1CN([C@H](C)CO)C(=O)c2cccc(N(C)C)c2O[C@H]1CN(C)Cc1ccc(Oc2ccccc2)cc1	-11.0	-0.6	80.2	19.7
COc1cccc(S(=O)(=O)N2CCC3(CC2)CN[C@@H](CO)c2c3c3ccc(OC)cc3n2C)c1	-60.6	3.5	/	-1.7
C[C@@H]1CN([C@H](C)CO)C(=O)Cc2cc(NC(=O)Cc3ccccc3)ccc2O[C@@H]1CN(C)CC1CCCCC1	-17.0	-1.3	64.3	-12.4
COc1ccc(CN2[C@@H]3CN(C(=O)NC(C)C)c4ccccc4[C@@H]3[C@@H]2CO)cc1	-20.4	0.1	2.6	-0.2
C[C@H](CO)N1C[C@H](C)[C@@H](CN(C)S(=O)(=O)c2ccc(Cl)cc2)Oc2ccc(N(C)C)cc2C1=O	-70.1	1.9	/	-6.4
C[C@@H]1CCCCO[C@@H](CN(C)C(=O)Nc2ccc(C(F)(F)F)cc2)[C@H](C)CN([C@H](C)CO)C(=O)c2cc(NS(C)(=O)=O)ccc2O1	-11.9	-2.2	55.0	5.4
C[C@@H]1CCCCO[C@H](CN(C)S(=O)(=O)c2cn(C)cn2)[C@@H](C)CN([C@@H](C)CO)C(=O)c2cc(NC(=O)Nc3ccc(C(F)(F)F)cc3)ccc2O1	-72.6	-0.9	17.3	2.8

14 compounds from above, arranged by molecular weight, highest first.
SMILES	Pf Dd2 inh	GASC1 inh	T cruzi growth	C diff growth
C[C@@H]1CCCCO[C@H](CN(C)S(=O)(=O)c2cn(C)cn2)[C@@H](C)CN([C@@H](C)CO)C(=O)c2cc(NC(=O)Nc3ccc(C(F)(F)F)cc3)ccc2O1	-72.6	-0.9	17.3	2.8
COc1ccc(NC(=O)N(C)C[C@@H]2OCCCC[C@H](C)Oc3ccc(NC(=O)Cc4ccccc4)cc3C(=O)N([C@@H](C)CO)C[C@@H]2C)cc1	-9.6	-0.6	16.0	4.0
C[C@@H]1CCCCO[C@@H](CN(C)C(=O)Nc2ccc(C(F)(F)F)cc2)[C@H](C)CN([C@H](C)CO)C(=O)c2cc(NS(C)(=O)=O)ccc2O1	-11.9	-2.2	55.0	5.4
C[C@@H]1CN([C@@H](C)CO)C(=O)c2cc(NC(=O)CCN3CCOCC3)ccc2O[C@@H]1CN(C)Cc1ccc2c(c1)OCO2	0.2	-0.5	-47.2	-1.3
CO[C@@H]1CN(C)C(=O)c2cc(NC(=O)Cc3ccccc3)ccc2OC[C@H](C)N(C(=O)c2ccccc2F)C[C@@H]1C	-82.1*	0.9	-49.2	/
C[C@@H]1CN([C@H](C)CO)C(=O)Cc2cc(NC(=O)Cc3ccccc3)ccc2O[C@@H]1CN(C)CC1CCCCC1	-17.0	-1.3	64.3	-12.4
C[C@@H]1CN([C@H](C)CO)C(=O)c2cccc(N(C)C)c2O[C@H]1CN(C)Cc1ccc(Oc2ccccc2)cc1	-11.0	-0.6	80.2	19.7
C[C@H](CO)N1C[C@H](C)[C@@H](CN(C)S(=O)(=O)c2ccc(Cl)cc2)Oc2ccc(N(C)C)cc2C1=O	-70.1	1.9	/	-6.4
C[C@H]1CN([C@@H](C)CO)S(=O)(=O)c2ccc(C3=CCCC3)cc2O[C@H]1CN(C)C(=O)c1ccncc1	-57.8	-1.1	94.1	0.5
CC(C)CC#Cc1ccc2c(c1)O[C@H](CN(C)C(=O)C1CCC1)[C@H](C)CN([C@H](C)CO)S2(=O)=O	-37.6	1.3	83.9	13.8
COc1cccc(S(=O)(=O)N2CCC3(CC2)CN[C@@H](CO)c2c3c3ccc(OC)cc3n2C)c1	-60.6	3.5	/	-1.7
CN(C)C(=O)c1ccc(-c2ccc(C3[C@@H]4CN(C(=O)c5cnccn5)C[C@H]3N4)cc2)cc1 (stereo partly drawn)	3.6	-0.7	/	-7.8
O=C(C[C@@H]1CC[C@@H]2[C@H](COC[C@@H](O)CN2C(=O)Cc2ccccc2)O1)NC1CCC1	-17.5	-1.0	42.9	/
C/C=C/c1ccc([C@@H]2[C@@H](CN(C)S(C)(=O)=O)N(C(C)=O)[C@H]2CO)cc1	-11.9	0.4	32.9	0.4

Additional entries follow:
SMILES	Pf Dd2 inh	GASC1 inh	T cruzi growth	C diff growth
CC(C)NC(=O)N1[C@H](CO)[C@H](c2ccccc2)C12CN(C(=O)CN(C)C)C2	-5.6	0.6	/	10.1
COc1ccc(CN(C)C[C@H]2OCCCC[C@H](C)Oc3ccc(NS(=O)(=O)c4ccc(C)cc4)cc3C(=O)N([C@@H](C)CO)C[C@H]2C)cc1	-71.3	0.1	/	-16.7
C[C@@H]1CCCCO[C@@H](CN(C)Cc2ccc(C(=O)O)cc2)[C@@H](C)CN([C@H](C)CO)C(=O)c2cc(NS(=O)(=O)c3cn(C)cn3)ccc2O1	33.2	1.9	52.9	-4.3
C[C@@H]1CN([C@H](C)CO)C(=O)c2cc(C#Cc3ccccc3F)cnc2O[C@@H]1CN(C)S(=O)(=O)c1ccccc1F	-39.9&-58.2	-2.3	105.7*!	-7.5&-10.6
CCC(=O)Nc1ccc2c(c1)C(=O)N(C)C[C@H](OC)[C@@H](C)CN(Cc1ccccc1C(=O)O)[C@H](C)CO2	33.2	0.1	43.1	/
C[C@@H]1CN([C@H](C)CO)C(=O)c2cccc(NC(=O)Nc3cccc4ccccc34)c2O[C@@H]1CN(C)C(=O)Nc1cccc2ccccc12	-26.1	2.5	66.2	24.9
C/C=C/c1ccc([C@@H]2[C@@H](CO)N3CCCCN(S(=O)(=O)c4cccs4)C[C@@H]23)cc1	1.9	-1.3	-0.9	-5.0
CNC[C@H]1Oc2ccc(NC(=O)CCCN(C)C)cc2CC(=O)N([C@H](C)CO)C[C@@H]1C	8.5	1.0	-35.5	-2.7
CN(C)C(=O)C[C@H]1CC[C@@H]2[C@H](COC[C@@H](O)CN2C(=O)c2ccncc2)O1	/	2.7	32.2	-3.8&-9.5
CN(C)C(=O)c1ccc(-c2ccccc2[C@@H]2[C@@H](C#N)N(C(=O)C3CCC3)[C@@H]2CO)cc1	-2.8	1.4	/	7.5
COc1ccc(S(=O)(=O)Nc2ccc3c(c2)CC(=O)N([C@H](C)CO)C[C@H](C)[C@H](CN(C)Cc2ccc(C(=O)O)cc2)O3)cc1	14.9	0.5	30.0	-5.3
O=C(C[C@@H]1C[C@H]2c3cc(NC(=O)C4CCC4)ccc3O[C@H]2[C@@H](CO)O1)NC1CCCC1	9.5	0.1	8.6	-5.8
COc1ccccc1NC(=O)N1C[C@@H](O)COC[C@@H]2O[C@H](CC(=O)NCCc3ccccc3)CC[C@H]21	1.4	0.3	12.3	/
O=C(c1ccccc1)N1C[C@H]2[C@@H](c3ccccc31)[C@H](CO)N2C(=O)c1cccc(F)c1	4.5	2.4	-18.9	10.7
